Compound activity as filed in PubChem BioAssay.
KLF5 inhibitor: kruppel-like factor 5 inhibition | 290,000 tested, 0.23% active | inhibition, % at 5 µM | DLD-1 KLF5 promoter-luciferase reporter, luminescence;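 active = inhibition above a per-plate limit of that plate's mean compound inhibition plus 3 SD, cut at about 60% in these data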;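 note: 0% = DMSO wells and 100% = LY294002 at 200 µM; higher means less KLF5 promoter-driven luciferase light; inactives centre near -14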
IEC-6 tox: kills IEC-6 intestinal cells in KLF5 counter-screen. inhibition, % at 5 µM. IEC-6 cytotoxicity, luminescence viability. 290,000 tested, 0.78% active; in the data active = inhibition above about 22%;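 note: 0% = plate median of test compound wells and 100% = cytotoxic reference compound wells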
GSK3A inh: inhibitors of human GSK-3 alpha kinase; ADP-Glo luminescence, 60 min; inhibition, % at 10 µM; 320,000 tested, 0.1% active; AID 2650;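 in the data active = inhibition above about 50%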;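 note: GST-tagged GSK-3 alpha with peptide substrate and 25 µM ATP; 0% = DMSO neutral wells and 100% = GW8510 positive control wells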
Target sequence (P49840 whole entry, looked up): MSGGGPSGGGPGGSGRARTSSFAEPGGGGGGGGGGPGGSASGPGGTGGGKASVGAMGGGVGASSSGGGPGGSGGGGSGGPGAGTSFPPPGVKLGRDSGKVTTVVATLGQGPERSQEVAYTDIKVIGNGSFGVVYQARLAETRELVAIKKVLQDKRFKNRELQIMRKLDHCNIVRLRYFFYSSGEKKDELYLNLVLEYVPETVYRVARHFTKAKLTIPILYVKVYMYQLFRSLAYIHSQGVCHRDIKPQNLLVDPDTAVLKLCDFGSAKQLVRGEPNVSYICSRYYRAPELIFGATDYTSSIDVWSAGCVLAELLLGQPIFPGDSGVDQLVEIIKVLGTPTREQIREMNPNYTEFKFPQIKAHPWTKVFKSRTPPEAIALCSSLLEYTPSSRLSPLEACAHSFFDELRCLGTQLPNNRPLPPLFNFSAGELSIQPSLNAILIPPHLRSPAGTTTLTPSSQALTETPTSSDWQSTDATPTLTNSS
aSyn 5UTR inh: 5' untranslated region of α-synuclein, MLPCN primary screen. alpha-synuclein 5'UTR reporter, inhibitor activity. inhibition, % (tested at 7.5 µM). AID 1813. 300,000 tested, 0.82% active; in the data active = inhibition above about 60%; inconclusive = no clear call, values can overlap the other calls;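 note: H4 neuroglioblastoma cells stably carrying SNCA 5'UTR luciferase fusion; 0% = DMSO wells and 100% = positive control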
AI-2 QS mod: modulators of Vibrio harveyi AI-2 quorum sensing system | Vibrio harveyi JMH597 AI-2 luminescence/OD600 ratio, 9 h; hits give low values; strain lacks LuxN and CqsS sensors; 0 = neutral-control median | activity change, % at 7.5 µM | 300,000 tested, 0.4% active; in the data active = activity change below about -75%, passing the limit was not always enough; inconclusive = no clear call, values can overlap the other calls;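 note: luminescence divided by OD600 gain over 9 h not by final OD600 alone; inactives centre near 13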
PolyA inh: inhibitors of polyadenylation in S. cerevisiae. S. cerevisiae SKY197-pL101 polyadenylation reporter, beta-gal luminescence; efflux-impaired pdr1/pdr3 knockout yeast; score 100 = 6 SD above DMSO. calls only at 12 µM. 300,000 tested, 0.02% active. AID 1875;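 active = lowest replicate activity score at least 50, where 100 means six control SD above control mean; inconclusive = lowest score under 50 but half or more replicates reach 50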;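 note: yeast exposed to compound for 9 h at 30 °C; higher score means more reporter readthrough which indicates perturbed polyadenylation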
HSP90 refold inh: blocks HSP90-mediated luciferase refolding in reticulocyte lysate. Rabbit reticulocyte lysate, luciferase refolding luminescence, 3 h. inhibition, % at 5.6 µM. 290,000 tested, 0.91% active. AID 1789;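 active = inhibition above the screen-wide mean plus 3 SD, computed separately per campaign, cut at about 16% in these data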;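 note: 0% = DMSO wells and 100% = 60 µM geldanamycin wells; inhibitors lower the luminescence because luciferase stays unfolded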
HSF1 inhib: HSF1 inhibition | activity change, negative = inhibition, % at 7.5 µM (by protocol) | 300,000 tested, 0.77% active | NIH3T3-HGL HSE-luciferase, MG132-induced, luminescence 8 h; hits give low values;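 active = more than half of replicate wells show activity change below -50%, luminescence cut by over half; inconclusive = some wells, but at most half, below -50%; inactive = no replicate well below -50%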;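 note: luciferase reports HSF-1 transcriptional activity via heat shock element; 0% = median of DMSO wells and -100% = zero luminescence signal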
HSF1 activator: increases HSF-1 driven luciferase reporter signal. NIH3T3-HGL HSF-1 luciferase reporter, MG132, 8 h; 100% = twice DMSO control signal. activation, % at 9 µM. 300,000 tested, 1.7% active. AID 504408;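 active = mean replicate activation of at least 50% with a set share of replicates each reaching 50%; inconclusive = only one of those two conditions met; inactive = mean below 50% and too few replicates reaching it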;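 note: 0% = median of the neutral control wells and 100% = twice that signal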
GSK3B inh: human GSK3beta kinase inhibition; GST-GSK3beta kinase, ADP-Glo luminescence, 60 min; hits give low values; activity score (negative = inhibition), % at 10 µM; 300,000 tested, 0.038% active; AID 2097;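 active = more than half of replicate wells score below -50%, meaning over 50% inhibition versus plate controls; inconclusive = some replicates but at most half score below -50%; inactive = no replicate scores below -50%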;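 note: 0% = median DMSO wells and -100% = median GW8510 positive control wells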
Target sequence (P49841 whole entry, looked up): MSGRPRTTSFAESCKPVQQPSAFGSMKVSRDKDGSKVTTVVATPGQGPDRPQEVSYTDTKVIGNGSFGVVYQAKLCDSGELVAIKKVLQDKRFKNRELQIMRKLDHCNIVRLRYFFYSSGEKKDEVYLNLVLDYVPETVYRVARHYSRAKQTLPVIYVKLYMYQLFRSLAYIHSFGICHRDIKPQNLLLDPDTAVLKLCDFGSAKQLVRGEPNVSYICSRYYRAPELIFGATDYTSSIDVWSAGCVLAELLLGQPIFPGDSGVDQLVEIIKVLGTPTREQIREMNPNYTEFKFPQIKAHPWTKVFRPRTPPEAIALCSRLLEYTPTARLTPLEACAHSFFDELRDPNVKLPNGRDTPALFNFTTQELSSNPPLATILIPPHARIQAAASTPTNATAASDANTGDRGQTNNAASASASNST
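Test system – GST-tagged human GSK3beta kinase, cell-free · Incubation – 60 min enzyme reaction, room temperature · Signal – ADP-Glo luminescence · Also added – peptide substrate and ATP at 25 µM · Controls – DMSO neutral wells and GW8510 at 20 µM as positive · Buffer or medium – Tris/MgCl2 kinase buffer · Measure – Luminescence-derived activity versus plate DMSO and GW8510 wells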
* = called active by the depositor; i = inactive; ? = inconclusive; . = not tested or not shown. A portion of the library (hit frequency here may not be typical).

SMILES | KLF5 inhibitor | IEC-6 tox | GSK3A inh | aSyn 5UTR inh | AI-2 QS mod | PolyA inh | HSP90 refold inh | HSF1 inhib | HSF1 activator | GSK3B inh
COc1ccccc1NC(CC(=O)c1ccccc1)C(=O)OCC(=O)c1ccc(C)c(C)c1 (centres undefined) | -8 | 0 | 1 | -127 | 13 | i | -2 | -35 | -39 | 2
CC(C)CCn1c(CN(C)Cc2ccccc2)nc2c1c(=O)n(C)c(=O)n2C | -1 | 3 | -2 | 9 | 7 | i | 3 | 7 | -16 | -1
O=C(CNC(=S)N(Cc1ccccc1)Cc1cccnc1)NCCN1CCOCC1 | -27 | -6 | -4 | 2 | 22 | i | -4 | 5 | -7 | 3
Cc1nn(Cc2c(Cl)cccc2Cl)c(C)c1NC(=O)/C=C/c1cnn(C)c1C | 3 | -3 | -4 | 20 | 6 | i | 0 | 10 | 11 | 1
CCC1(CC)C(=O)NC(=O)NC1=Nc1ccccc1 | 3 | 1 | 3 | 6 | 15 | i | -6 | 0 | 2 | 4
NC(=O)c1c(NC(=O)C2CC=CCC2C(=O)O)sc2c1CCCCC2 (centres undefined) | -10 | 6 | 2 | -2 | 14 | i | 6 | -3 | -22 | -6
C=CCn1cc(C(=O)NCCOC)c(=O)c2cc(S(=O)(=O)N(CC)CC)ccc21 | -21 | 4 | -1 | 11 | 18 | i | 2 | -7 | 2 | 1
CCCn1c(N2CCN(C(=O)Nc3ccccc3)CC2)nc2ccccc21 | -40 | 0 | -2 | 13 | 9 | i | 0 | 0 | 1 | 2
Cc1ccccc1C(=O)Nc1ccnn1C1CCN(C(=O)c2ccoc2)CC1 | -18 | -1 | -3 | -13 | 29 | i | -2 | -2 | -13 | 0
CC(=O)Nc1c(O)c2cccc3c2n(c1=O)CCC3 | . | . | -5 | 7 | 8 | i | . | 2 | 34 | 1
CCOC(=O)c1cc2occc2n1CC(=O)N1CCN(C(=O)c2ccco2)CC1 | -8 | -9 | 0 | -10 | 25 | i | -3 | -6 | -10 | 5
O=C(NNC(=O)c1ccc2ccccc2c1O)Nc1ccc(F)cc1 | -9 | -2 | -3 | 11 | 9 | i | 1 | 3 | -5 | 0
Cc1ccccc1C(=O)NCCNc1ccc([N+](=O)[O-])cc1 | -17 | -2 | -1 | 27 | -37 | i | -2 | -2 | -17 | 2
CCSc1nc(O)c(C2OC(=O)c3c2ccc(OC)c3OC)c(=O)n1CC (centres undefined) | -6 | -3 | -4 | 1 | 13 | i | -1 | -4 | -4 | 3
CC(=O)N1CCN(S(=O)(=O)c2cccc(C(=O)NC3CCC(C)CC3)c2)CC1 (centres undefined) | -9 | -4 | -1 | 8 | 20 | i | 1 | 7 | 1 | -5
O=S(=O)(O)c1ccc(N=Nc2ccccc2)cc1 | -11 | -2 | -5 | -3 | 12 | i | 0 | -2 | -9 | -22
O=C(Nc1ccccc1Cl)c1ccn[nH]1 | -28 | -1 | . | -90 | 10 | i | -1 | 6 | 22 | -3
Oc1ccccc1CN1CCCC(N2CCN(c3cccc(C(F)(F)F)c3)CC2)C1 (centres undefined) | -17 | -6 | -2 | -1 | 13 | i | -3 | 2 | -10 | -2
Cc1ccccc1-n1c(C)cc(/C=N/NC(=O)c2ccc(CN3CCOCC3)cc2)c1C | -16 | 4 | -3 | -24 | 24 | i | -1 | 2 | 2 | 3
C[C@H](C(=O)O)c1cccc(C(=O)c2ccccc2)c1 | . | . | -4 | 12 | 25 | i | . | -3 | -2 | 0
Cn1cccc1C(=O)OCC(=O)Nc1ccc2c(c1)CCC2 | -63 | -4 | -1 | -138 | -34 | i | 1 | 17 | 15 | 0
CCn1c(-c2cc(-c3ccc(OC(C)C)cc3)nc3ccccc23)n[nH]c1=S | -73 | 2 | -4 | -104 | 8 | i | 2 | 15 | 23 | 1
Cc1ccnc(SCc2nc3ccccc3s2)n1 | -114 | -4 | 1 | -181 | -16 | i | -1 | 8 | 23 | -1
COc1ccccc1N1CCN(C(=S)Nc2ccc3nc(N4CCOCC4)cc(C)c3c2)CC1 | -21 | 8 | -3 | -15 | 4 | i | 4 | -2 | -2 | 3
Cn1c(N)c(C(c2ccccc2)c2c(N)n(C)c(=O)n(C)c2=O)c(=O)n(C)c1=O | -24 | -16 | -2 | -2 | 33 | i | 1 | -7 | -4 | 2
CCN1CCN(C(=O)c2cc3cc(F)ccc3[nH]2)CC1 | -21 | -4 | -1 | -13 | 4 | i | -3 | 5 | 9 | -3
c1ccc2c(c1)nc1n2CCS1 | 7 | 6 | 0 | 10 | 13 | i | 9 | 9 | 27 | -3
NC(=O)Cn1nnc(-c2ccccc2NC(=O)c2cnccn2)n1 | -17 | 0 | 0 | 3 | 14 | i | 1 | 2 | -4 | 3
S=C(Nc1cccc(Cl)c1)N(CCCN1CCCC1)Cc1cccn1Cc1ccc(Cl)cc1 | -32 | 2 | 0 | -21 | -9 | i | 2 | 28 | ? | 1
CCOc1ccc(-c2cc(N3C(=O)Nc4ccccc4N3O)on2)cc1 | -2 | -6 | -2 | 27 | 18 | i | 5 | 1 | 8 | 1
Cn1c(=O)c2cc(S(=O)(=O)N3CCOCC3)ccc2n(C)c1=O | -18 | 1 | -1 | 5 | 14 | i | -2 | -7 | -16 | 0
NNC(=O)CN1C(c2ccc(Cl)cc2)=Nc2ccc(Br)cc2C1c1ccccc1 (centres undefined) | -23 | -2 | -3 | -26 | 12 | i | -1 | -7 | 3 | 3
Cc1ccc(NS(=O)(=O)c2cccc3cccnc23)c(Cl)c1 | -49 | 3 | -1 | 2 | 8 | i | 1 | -1 | 3 | 2
CC1CCCC(C)N1C(=O)COC(=O)Cc1c[nH]c2ccccc12 (centres undefined) | . | . | 0 | 2 | 30 | i | . | 4 | -3 | 1
Cc1ccc(C(CNS(=O)(=O)c2ccc(Cl)cc2)N2CCN(C)CC2)cc1 (centres undefined) | . | . | -2 | -6 | 11 | i | . | -6 | -6 | 3
NCCSc1c(-c2ccc(F)cc2)[nH]c2ccccc12 | 6 | 0 | -1 | 5 | 8 | i | 5 | 6 | 13 | 1
CCCn1c(=O)[nH]c2ccccc21 | -26 | -3 | -2 | 17 | 15 | i | 4 | -6 | -3 | -5
COCCNc1c2c(nc3c(-c4ccccc4)c(C)nn13)CCC2 | 6 | 0 | 0 | . | 29 | i | 4 | . | . | 0
Cc1cccc(C)c1N1C(=O)CN(Cc2ccccc2)C1=S | -9 | -1 | 2 | -8 | 10 | i | 2 | -2 | 9 | 1
O=C(N/N=C/c1ccccn1)c1cc(-c2ccccc2Cl)n[nH]1 | -51 | -2 | 2 | -24 | 23 | i | -1 | 3 | 14 | -1
COc1ccc(OC)c(NC(=O)CCCNC(=O)Cn2cnc3sc(C)c(C)c3c2=O)c1 | -33 | -1 | 0 | -32 | 11 | i | 1 | 5 | 5 | 4
O=C(NCC1CCCO1)c1onc(CSc2ccc(F)cc2)c1C(=O)O (centres undefined) | -29 | 0 | -4 | 6 | 8 | i | -3 | 1 | -10 | 3
O=C(c1ccco1)N1CCN(C(=O)N2CCCC2)CC1 | -13 | -3 | -3 | -5 | 37 | i | 3 | 0 | -3 | 4
O=C(CCc1nnc2ccc(NCc3ccco3)nn12)Nc1cccc(F)c1 | -5 | 8 | -1 | -5 | 9 | i | 0 | -6 | -2 | 0
Cc1ccc(-c2nc(NCc3ccc(F)cc3)n(S(C)(=O)=O)n2)cc1 | -11 | 1 | -5 | 3 | 19 | i | 6 | 3 | -2 | 4
CC(=O)Nc1ccc(C(=O)OCC(=O)/C(C#N)=C(\C)N)cc1 | -20 | 1 | -1 | -10 | 3 | . | 1 | -10 | 7 | 1
COc1cc(CCN2C(=O)c3cccc4cccc(c34)C2=O)c(S(=O)(=O)N2CCC(C)CC2)cc1OC | 1 | -3 | -1 | 2 | 19 | i | -3 | 9 | 6 | 3
CCN(CC)S(=O)(=O)c1ccc(Cl)c(NC(=O)COC(=O)c2c(C)noc2C)c1 | 7 | 4 | -1 | -3 | 4 | i | 4 | 3 | 3 | 2
COc1ccc(C(CCN2CCCCC2)c2c(O)cc(OC)cc2OC)cc1 (centres undefined) | . | . | -1 | 2 | 5 | i | . | -5 | -7 | 2
Nc1ccc(OCCc2ccccc2)cc1 | -61 | 2 | -1 | -76 | -69 | i | -2 | 1 | 7 | -2
Cc1ccc(C2CC(c3ccc(Cl)cc3)=NNC2=O)cc1 (centres undefined) | -20 | -8 | -3 | 20 | -73 | i | 7 | 1 | 11 | -2
CCCOc1ccc(N2C(=O)CC(N(Cc3ccccc3)N=O)C2=O)cc1 (centres undefined) | 2 | 2 | 0 | 18 | -12 | i | 3 | -6 | 3 | -1
N#CCCN(Cc1ccccc1)C(=O)Nc1ccc2c(c1)CCO2 | -16 | 1 | -4 | 2 | 15 | i | 2 | 0 | -4 | -24
COc1cc(NCc2ccccc2O)c2ncccc2c1 | -20 | 7 | . | 18 | 8 | i | 3 | 38 | ? | -2
S=C(Nc1ccc(Cl)c(Cl)c1)N1CCN(c2ccccn2)CC1 | -6 | 11 | 9 | 9 | 2 | i | -1 | -1 | 12 | -5
O=C(CCCn1cncn1)N1CCCC(N2CCN(c3ccccc3F)CC2)C1 (centres undefined) | -26 | 4 | -1 | 3 | 24 | i | -3 | -1 | 2 | .
Cc1nnc(SCC(=O)Nc2cc(C(N)=O)cc(C(N)=O)c2)n1-c1ccccc1 | -13 | 0 | -2 | -6 | 21 | i | -1 | -10 | -7 | 2
Cc1nc(-c2ccccc2)cn2c1nc1ccccc12 | -2 | 11 | . | -47 | 14 | i | 4 | 0 | 11 | -3
CC(=O)Nc1ccc(S(=O)(=O)NNC(=O)c2ccc([N+](=O)[O-])cc2)cc1 | -10 | 2 | -2 | 6 | 16 | i | 0 | 1 | 20 | -2
CS(=O)(=O)NCCNc1ccc(Cl)cc1[N+](=O)[O-] | 3 | 1 | -2 | 11 | 12 | i | 1 | 8 | 36 | 1
CCOC(=O)C(NC(C)=O)(Nc1ccc(S(=O)(=O)Nc2cc(C)nc(C)n2)cc1)C(F)(F)F (centres undefined) | -44 | -10 | -5 | -28 | 3 | i | 3 | -5 | -3 | 1
COc1ccc(-n2c(N3CCN(C)CC3)nc3sc4c(c3c2=O)CCCCC4)cc1 | 1 | 1 | 0 | -7 | 8 | i | 3 | -4 | -3 | 0
